Screening data (PubChem BioAssay)
Shiga inhibitor – A qHTS for Small Molecule Inhibitors of Shiga Toxin | Vero cells, Shiga toxin protein synthesis inhibition reporter | inhibition, % at 38.7 µM | actives 9.2% (n = 290,000); in the data active means inhibition mostly above about 28%, no sharp cut-off; inactive means mostly below about 43%; further: 0% is about no effect
HCV inhibitor – qHTS Assay for Inhibitors of Hepatitis C Virus (HCV). Potency, µM (highest dose often 41.8 µM), without a hit: at the highest dose activity change, negative = inhibition, usual class: inhibitors. AID 651820, 2012. actives 3.4% (n = 340,000). Huh7.5.1 HCVcc-Cre infection, luciferase reporter, 44 h; further: potency means the concentration at half of the fitted maximal effect; on the % scale 0 is the no-effect control and ±100 the full control effect
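Luciferase read-out (15 sec integration) after a 15 min room-temperature substrate step quantifies HCVcc-Cre infection. Cells, 1,000 per well, had compound added 4 h post-plating, then virus at ~0.5 moi, and were cultured 44 h.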
Giardia FBPA inh – qHTS Assay for Inhibitors of Fructose-1,6-bisphosphate Aldolase from Giardia Lamblia | Potency, µM (highest dose often 59.6 µM), for the others: top-dose activity, negative = inhibition, hits mostly inhibitors | purified Giardia FBPA | AID 2451, 2010 | actives 0.71% (n = 290,000) | A8B2U2; further: potency means the concentration at half of the fitted maximal effect; on the % scale 0 is the no-effect control and ±100 the full control effect; nearly all actives have a fitted effect of over 55% in size
Target sequence (A8B2U2 whole entry, looked up): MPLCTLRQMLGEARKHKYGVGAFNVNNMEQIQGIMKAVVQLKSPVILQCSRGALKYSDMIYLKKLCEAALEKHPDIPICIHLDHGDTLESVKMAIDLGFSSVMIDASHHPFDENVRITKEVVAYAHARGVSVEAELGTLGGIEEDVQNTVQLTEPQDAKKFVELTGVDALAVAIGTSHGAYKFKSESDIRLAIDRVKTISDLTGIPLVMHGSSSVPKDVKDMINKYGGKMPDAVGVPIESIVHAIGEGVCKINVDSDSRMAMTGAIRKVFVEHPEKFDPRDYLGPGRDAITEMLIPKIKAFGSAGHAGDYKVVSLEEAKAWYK
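Giardia FBPA (40 nM reagent) was preincubated 10 min at RT with compound (up to 57.5 uM final), then substrate plus GAPDH/TPI/NAD/arsenate coupling system with diaphorase/resazurin was added; resorufin fluorescence (525/598 nm) was read after 20 min.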
Pf growth 96h – Primary qHTS for delayed death inhibitors of the malarial parasite plastid, 96 hour incubation; AID 504834, 2011; Potency, µM (series often up to 28.7 µM), without a hit: at the top dose activity change, negative = inhibition, hits mostly inhibitors; actives 6.9% (n = 320,000); P. falciparum luciferase reporter growth, 96 h; further: potency means the concentration at half of the fitted maximal effect; on the % scale 0 is the no-effect control and ±100 the full control effect
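Luminescence readout: decreased luciferase signal marks inhibited growth of reporter-expressing P. falciparum in infected red cells (2% hematocrit, 0.05% parasitemia final), exposed to compound two generations (96 h, 37 C, 5% CO2).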
CHX counter – Cycloheximide Counterscreen for Small Molecule Inhibitors of Shiga Toxin. max response, %. actives 12% (n = 300,000). cell reporter, cycloheximide protein synthesis inhibition counterscreen; in the data active means max response mostly above about 13%, no sharp cut-off; inactive means mostly below about 14%; further: read at 38.3 µM for the half of the compounds with a filed dose; 0% is about no effect
Pf growth 48h – Primary qHTS for delayed death inhibitors of the malarial parasite plastid, 48 hour incubation; P. falciparum luciferase growth in erythrocytes, 48 h; actives 5.9% (n = 310,000); Potency, µM (doses to about 28.7 µM), without a hit: at the highest dose activity change, negative = inhibition, most hits filed as inhibitors; AID 504832, 2011; further: potency means the concentration at half of the fitted maximal effect; on the % scale 0 is the no-effect control and ±100 the full control effect
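Luciferase-expressing P. falciparum in infected erythrocytes (2% hematocrit, 0.1% parasitemia final) in RPMI 1640/0.5% Albumax were exposed to compound for 48 hours at 37 C, 5% CO2; growth read as luminescence.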
An asterisk follows results filed as active; & = joins results of further samples; [ ] = dose if it differs, or a comment. Unless noted, the call rests on the fitted dose curve; in most records, active means well fitted curve in the direction sought with a large enough effect; inconclusive means small, poorly fitted or top-dose-only effect, or another doubt; inactive means no such curve, though single readings can be large; an effect the other way counts as inactive or inconclusive.

Screening Cc1ccc(NC(=O)Cn2nnc(C(=O)NCc3ccco3)c2N)c(C)c1 returned Shiga inhibitor -3, HCV inhibitor -5%, Giardia FBPA inh -1%, Pf growth 96h -26%, CHX counter 10 and Pf growth 48h 19%.
CCOn1c(=O)c(-c2cccc(Br)c2)[n+]([O-])c2ccccc21 was read as Shiga inhibitor -2, HCV inhibitor -22%, Giardia FBPA inh 9%, Pf growth 96h inconclusive, CHX counter 1 and Pf growth 48h 2%.
For O=C(c1ccco1)N1CCN(CCOc2ccc(F)cc2)CC1 the results were Shiga inhibitor 17, HCV inhibitor 10%, Giardia FBPA inh -20%, Pf growth 96h 14%, CHX counter 2 and Pf growth 48h -9%.
Screening CCOc1ccc(CN2CCN(Cc3cn(CC)nc3C)CC2CCO)cc1 (stereo unspecified) returned Shiga inhibitor 5, HCV inhibitor -14%, Giardia FBPA inh 2%, Pf growth 96h inconclusive, CHX counter -1 and Pf growth 48h 18%.
For Brc1ccc(Oc2ncc(CN3CCOCC3)s2)cc1 the results were Shiga inhibitor 41, HCV inhibitor -4%, Giardia FBPA inh 3%, Pf growth 96h 77%[activator], CHX counter 33* and Pf growth 48h 84%[activator].
CNC(=O)NC(=O)COC(=O)c1n[nH]c2ccccc12 was read as Shiga inhibitor -3, HCV inhibitor -18%, Giardia FBPA inh 4%, Pf growth 96h 37%[activator], CHX counter 2 and Pf growth 48h 57%[activator].
Screening Cc1ccccc1Cn1ccc(NC(=O)c2cc3ncc(Br)cn3n2)n1 returned Shiga inhibitor -6, HCV inhibitor 6%, Giardia FBPA inh 4%, Pf growth 96h inconclusive, CHX counter -1 and Pf growth 48h -15%.
For COc1ccc(NC(=O)Nc2ccc(F)cc2)c(C)c1 the results were Shiga inhibitor 50, HCV inhibitor 6%, Giardia FBPA inh 8%, Pf growth 96h 21%, CHX counter 19 and Pf growth 48h 0%.
`Cc1ccc([N+](=O)[O-])cc1S(=O)(=O)Nc1ccc(-c2ccc(N3CCOCC3)nn2)cc1` gave HCV inhibitor 12%, Pf growth 96h inconclusive and Pf growth 48h inconclusive.
For O=C(O)CCNc1ccc2c(c1)OCCO2 the results were Shiga inhibitor 73*, HCV inhibitor 7%, Giardia FBPA inh inconclusive, Pf growth 96h inconclusive, CHX counter 42* and Pf growth 48h 6%.
Screening OCCN(CCO)c1ccc(C(c2ccccc2Cl)c2ccc(N(CCO)CCO)cc2Cl)c(Cl)c1 returned Shiga inhibitor -2, HCV inhibitor inconclusive, Giardia FBPA inh -14%, Pf growth 96h inconclusive, CHX counter 1 and Pf growth 48h inconclusive.
`CN1CCN(S(=O)(=O)c2cccc(C(=O)Nc3cc(C(N)=O)cc(C(N)=O)c3)c2)CC1` gave Shiga inhibitor -12, HCV inhibitor 7%, Giardia FBPA inh 1%, Pf growth 96h 0%, CHX counter -2 and Pf growth 48h 4%.
Screening O=C(Cn1ncc2c(=O)oc3ccccc3c21)N1CCc2ccccc2C1 returned Shiga inhibitor 7, HCV inhibitor -15%, Giardia FBPA inh -5%, Pf growth 96h 35%[activator], CHX counter 2 and Pf growth 48h 8%.
Screening COC(=O)c1ncn(C2OC(COC(C)=O)C(OC(C)=O)C2OC(C)=O)n1 (stereo unspecified) returned Shiga inhibitor -1, HCV inhibitor 16%, Giardia FBPA inh 2%, Pf growth 96h 19%, CHX counter -1 and Pf growth 48h -14%.
Nc1cc2ccccc2oc1=O was read as Shiga inhibitor -6, HCV inhibitor 5%, Giardia FBPA inh -2%, Pf growth 96h inconclusive and CHX counter -1.
Screening CCC(Sc1nnc(-c2ccc(C)c(Cl)c2)n1CC)C(=O)Nc1nccs1 (stereo unspecified) returned Shiga inhibitor -14, HCV inhibitor inconclusive, Giardia FBPA inh 8%, Pf growth 96h 4%, CHX counter -3 and Pf growth 48h inconclusive.
`CC(C)(C)c1cc(NC(=O)CCl)n(-c2ccccc2)n1` gave Shiga inhibitor -8, HCV inhibitor inconclusive, Giardia FBPA inh -15%, Pf growth 96h inconclusive, CHX counter -1 and Pf growth 48h inconclusive.
Screening CCOc1ccc(C2Sc3ccccc3NC3=C2C(=O)OC3)cc1 (stereo unspecified) returned Shiga inhibitor 27, HCV inhibitor inconclusive, Giardia FBPA inh 3%, Pf growth 96h inconclusive, CHX counter 23* and Pf growth 48h -7%.
CCn1c(SCC(=O)N/N=C(\C)c2ccco2)nnc1-c1ccccc1 was read as Shiga inhibitor 17, HCV inhibitor -7%, Giardia FBPA inh 0%, Pf growth 96h 9%, CHX counter -2 and Pf growth 48h 8%.
`CCOc1ccc(S(=O)(=O)N2CCCCCC2)cc1` gave Shiga inhibitor -14, HCV inhibitor 14%, Giardia FBPA inh 0%, Pf growth 96h inconclusive and CHX counter 9.
For Cc1cc(NC(=O)c2ccc(N(C)S(=O)(=O)c3ccccc3)cc2)no1 the results were Shiga inhibitor -8, HCV inhibitor inconclusive, Giardia FBPA inh 4%, Pf growth 96h inconclusive, CHX counter -1 and Pf growth 48h inconclusive.
`Cc1ccccc1NC(=S)NNC(=O)c1cccc(Br)c1` gave Shiga inhibitor 49, HCV inhibitor 20%, Giardia FBPA inh 11%, Pf growth 96h 86%[activator], CHX counter 17* and Pf growth 48h 84%[activator].
For CCCCOCCCNCc1cccn1CCN1CCOCC1 the results were Shiga inhibitor -2, HCV inhibitor 5%, Giardia FBPA inh inconclusive, Pf growth 96h 0%, CHX counter -1 and Pf growth 48h -27%.
Screening CCN(CC)S(=O)(=O)c1ccc(S(=O)(=O)Nc2ccc(C(=O)N3CCCC3)cc2)cc1 returned Shiga inhibitor -18, HCV inhibitor 0%, Giardia FBPA inh 20%, Pf growth 96h -21%, CHX counter -1 and Pf growth 48h -18%.
For CC(=O)Nc1cccc(O)c1 the results were HCV inhibitor 19%&-4%, Giardia FBPA inh -1%, Pf growth 96h 32%&0%[activator] and Pf growth 48h 54%&0%[activator].
`O=C(O)c1ccc2cccc(Cl)c2c1O` gave Shiga inhibitor -14, HCV inhibitor 12%, Giardia FBPA inh 4%, Pf growth 96h inconclusive, CHX counter 11 and Pf growth 48h -3%.
Screening CCOC(=O)N/N=C/C=C/c1ccccc1[N+](=O)[O-] returned Shiga inhibitor 73*, HCV inhibitor 5%, Giardia FBPA inh -3%, Pf growth 96h inconclusive, CHX counter 22* and Pf growth 48h 0%.
For Cc1cc(=O)oc2c(C)c(OC(C)C(=O)NC(Cc3c[nH]c4ccc(O)cc34)C(=O)O)ccc12 (stereo unspecified) the results were Shiga inhibitor -8, HCV inhibitor inconclusive, Giardia FBPA inh -23%, Pf growth 96h 13%, CHX counter 1 and Pf growth 48h 28%.
`CCOc1cc2c3c(c1)C1(OCCO1)C(=O)N3C(C)(C)CC2C` (stereo unspecified) gave Shiga inhibitor -15, HCV inhibitor -6%, Giardia FBPA inh 1%, CHX counter 0 and Pf growth 48h -5%.
CC(=O)NNC(=O)c1[nH]c2ccc(Cl)cc2c1-c1ccccc1 was read as Shiga inhibitor -7, HCV inhibitor 9%, Giardia FBPA inh -1%, Pf growth 96h 19%, CHX counter 0 and Pf growth 48h 5%.
For CCc1nccn1S(=O)(=O)c1ccc(OC)c(OC)c1 the results were Shiga inhibitor -17, HCV inhibitor 21%, Giardia FBPA inh -10%, Pf growth 96h -17% and CHX counter -5.
`COc1cc(C(Nc2ccc3c(c2)OCO3)C(=O)NC2CCCCC2)cc(OC)c1OC` (stereo unspecified) gave Shiga inhibitor -15, HCV inhibitor 4%&-2%, Giardia FBPA inh inconclusive, Pf growth 96h inconclusive, CHX counter -7 and Pf growth 48h inconclusive.
For Cc1ccc(/C=N/NC(=S)NC2CCS(=O)(=O)C2)cc1 (stereo unspecified) the results were Shiga inhibitor 0, HCV inhibitor -2%, Giardia FBPA inh -20%, Pf growth 96h inconclusive, CHX counter 3 and Pf growth 48h inconclusive.
`CCOC(=O)C1CCN(C(=O)C2CCCN2S(=O)(=O)c2ccc(Cl)cc2)CC1` (stereo unspecified) gave Shiga inhibitor -13, Giardia FBPA inh 6%, Pf growth 96h 10µM*, CHX counter -2 and Pf growth 48h 0%.
For O=c1oc2ccccc2c(Nc2ccc3ncccc3c2)c1[N+](=O)[O-] the results were Shiga inhibitor 33, HCV inhibitor 10%, Giardia FBPA inh -7%, Pf growth 96h 3%, CHX counter 3 and Pf growth 48h 24%.
For Cc1cc(OC(=O)C(c2ccccc2)c2ccccc2)c([N+](=O)[O-])c(=O)[nH]1 the results were Shiga inhibitor 8, HCV inhibitor 8%, Giardia FBPA inh 2%, Pf growth 96h 23%, CHX counter 6 and Pf growth 48h 9%.
Screening COC(=O)c1c(NC(=O)c2nc3ccccc3s2)sc2c1CC(C)(C)NC2(C)C returned Shiga inhibitor -12, HCV inhibitor 6%, Giardia FBPA inh 3%, Pf growth 96h 26%, CHX counter -3 and Pf growth 48h inconclusive.
For O=C(NCCc1c[nH]c2ccccc12)c1ccccc1 the results were Shiga inhibitor 94*, HCV inhibitor -18%, Giardia FBPA inh -5%, Pf growth 96h 97%[activator], CHX counter 39* and Pf growth 48h 13%.
CCCc1cc(=O)oc2cc(C)cc(OC(C)C(=O)NCCN3CCOCC3)c12 (stereo unspecified) was read as Shiga inhibitor 10, HCV inhibitor -11%, Pf growth 96h 9.3µM*, CHX counter 9 and Pf growth 48h 10µM*.
For O=C(CCCO)N/N=C/c1cc(Br)ccc1O the results were Shiga inhibitor 14, HCV inhibitor 13%, Giardia FBPA inh -24%, Pf growth 96h inconclusive, CHX counter -3 and Pf growth 48h -8%.
CCCn1c(SC(C)C(=O)O)nc2ccccc21 (stereo unspecified) was read as Shiga inhibitor -7, HCV inhibitor -2%, Giardia FBPA inh 6%, Pf growth 96h 13% and CHX counter -4.
Screening N#Cc1ccsc1NC(=O)CSc1nnc(-c2ccccc2)o1 returned Shiga inhibitor 87*, HCV inhibitor -12%, Giardia FBPA inh inconclusive, CHX counter 31* and Pf growth 48h 10%.
CN1CCN(S(=O)(=O)c2ccc([N+](=O)[O-])cc2)CC1 was read as Shiga inhibitor -3, HCV inhibitor 10%, Giardia FBPA inh 1%, Pf growth 96h inconclusive, CHX counter -3 and Pf growth 48h 6%.
Screening CCCNC(=O)Cc1cc(=O)[nH]c(=O)[nH]1 returned Shiga inhibitor -4, HCV inhibitor 0%, Giardia FBPA inh 1%, Pf growth 96h -12%, CHX counter 4 and Pf growth 48h 32%[activator].

No enrichment for hits; about 24% have a hit in one of these screens.
